Source: PubChem BioAssay
NPY-Y2 PAM-ag – potentiates or activates human NPY-Y2 receptor | activation, % at 3.6 µM | P49146 | hit rate 0.45% among 220,000 | cells expressing NPY-Y2, potentiator/agonist read-out; in the data active = activation above about 27%;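 note: cells stimulated with NPY near EC25 plus isoproterenol at EC100; 0% = vehicle plus submaximal agonist and 100% = vehicle plus saturating agonist; some results beyond the cut were filed as inactive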
Target sequence (P49146 whole entry, looked up): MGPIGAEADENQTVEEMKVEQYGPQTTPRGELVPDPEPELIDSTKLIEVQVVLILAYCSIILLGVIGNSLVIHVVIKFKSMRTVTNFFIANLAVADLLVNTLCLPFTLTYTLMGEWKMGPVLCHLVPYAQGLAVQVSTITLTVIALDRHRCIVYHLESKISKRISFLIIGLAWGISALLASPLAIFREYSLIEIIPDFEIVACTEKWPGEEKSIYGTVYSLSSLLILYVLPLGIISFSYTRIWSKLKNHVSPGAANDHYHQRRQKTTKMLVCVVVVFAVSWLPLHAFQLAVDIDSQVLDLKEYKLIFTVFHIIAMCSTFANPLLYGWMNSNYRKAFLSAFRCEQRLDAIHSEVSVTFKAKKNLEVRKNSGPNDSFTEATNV
S1P4 agonist – agonists of human S1P4 receptor. S1P4-expressing cell line, agonist reporter assay. activation, % at 4.98 µM. hit rate 0.35% among 220,000. AID 1509; in the data active = activation above about 11%;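 note: 0% = DMSO vehicle and 100% = reference agonist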
Runt-CBFb FRET – Runt domain-CBFb interaction inhibition; hit rate 0.46% among 220,000; Cerulean-Runt/Venus-CBFb FRET ratio 530/480, 1 h; Q01196+Q13951; inhibition, % at 20 µM;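 active = inhibition over about 50% at 20 µM in the single-dose screen, limit read from the data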;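 note: 0% = DMSO wells and 100% = excess unlabeled CBFb competitor control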
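Assay system: Cerulean-Runt domain / Medium: Tris 50 mM pH 7.5, KCl, K2SO4, 0.01% BSA / Timing: protein complex preformed 1 h, compound exposure 1 h, room temperature, dark / Measured by: FRET, excitation 422 nm, emission at 530 and 480 nm / Evaluation: loss of energy transfer signal / Control set: 5 µM unlabeled CBFb as full-inhibition high control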
RBBP9 inhibitor – inhibitors of human serine hydrolase RBBP9. inhibition, % at 7.94 µM. hit rate 0.2% among 220,000. O75884. AID 1515. recombinant RBBP9, FP-Rh probe fluorescence polarization;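 active = inhibition above the campaign mean of all tested compounds plus 3 SD, cut at about 14% in these data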;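 note: plate controls were DMSO wells with RBBP9 for no effect and wells lacking RBBP9 protein for full effect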
Target sequence (O75884 whole entry, looked up): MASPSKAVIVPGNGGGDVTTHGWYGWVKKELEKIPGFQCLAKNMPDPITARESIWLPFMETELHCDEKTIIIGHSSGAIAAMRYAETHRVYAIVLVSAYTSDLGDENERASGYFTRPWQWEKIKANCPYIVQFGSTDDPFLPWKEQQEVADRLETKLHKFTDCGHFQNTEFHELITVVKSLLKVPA
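Measured by – fluorescence polarization · Test system – RBBP9 protein · Input – 2.5 µM RBBP9 dispensing solution, before mixing · Measure – percent inhibition from mP, scaled between DMSO and no-protein wells · Benchmarks – DMSO-treated enzyme wells and wells lacking RBBP9 · Times – preincubation 30 min plus labeling 45 min at 25 °C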
NPY1 pot ag – potentiators or agonists of human neuropeptide Y receptor Y1; NPY-Y1 expressing cells, potentiator/agonist activation; activation, % at 3.6 µM; hit rate 0.37% among 220,000; in the data active = activation above about 33%, passing the limit was not always enough;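 note: cells stimulated with NPY at EC10 then isoproterenol at EC100; 0% = low agonist plus stimulus and 100% = saturating agonist plus stimulus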
Target sequence (P25929 whole entry, looked up): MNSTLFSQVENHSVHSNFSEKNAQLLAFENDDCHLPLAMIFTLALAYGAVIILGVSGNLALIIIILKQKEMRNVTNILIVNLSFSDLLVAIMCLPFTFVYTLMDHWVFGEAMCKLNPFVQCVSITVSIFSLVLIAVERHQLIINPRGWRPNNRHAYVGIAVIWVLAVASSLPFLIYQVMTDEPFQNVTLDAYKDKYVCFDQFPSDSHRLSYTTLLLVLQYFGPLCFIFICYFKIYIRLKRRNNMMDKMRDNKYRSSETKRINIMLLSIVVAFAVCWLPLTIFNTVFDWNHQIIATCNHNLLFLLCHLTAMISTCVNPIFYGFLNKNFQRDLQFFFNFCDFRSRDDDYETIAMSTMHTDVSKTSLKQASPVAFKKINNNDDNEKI
BaF3 tox – reduces parental Ba/F3 cell viability, JAK2V617F counter-screen. CellTiter-Glo ATP luminescence. inhibition, % at 5.6 µM. hit rate 1.1% among 220,000. AID 1486;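 active = inhibition above a per-campaign cutoff, the mean inhibition of all tested compounds plus 3 SD, cut at about 27% in these data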;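 note: 0% = DMSO wells and 100% = JAK Inhibitor I control wells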
Ba/F3 V617F tox – lowers viability of Ba/F3 cells expressing EpoR and JAK2V617F | ATP luminescence | inhibition, % at 5.6 µM | hit rate 1.1% among 220,000 | AID 1446;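 active = inhibition above the campaign mean plus 3 SD over all tested compounds, cut at about 24% in these data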;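 note: cytokine-independent growth of Ba/F3 cells driven by EpoR plus mutant JAK2; 0% = DMSO-treated cells and 100% = JAK inhibitor I control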
NPY Y1 blocker – NPY-Y1 (human) receptor antagonism | AID 1040 | inhibition, % at 3.6 µM | hit rate 1% among 200,000 | HEK293-CNG Y1 cells, membrane potential fluorescence; NPY at EC95, then isoproterenol;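 active = inhibition above the campaign mean inhibition of all tested compounds plus 3 SD, cut at about 20% in these data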;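 note: 0% = DMSO wells given NPY plus isoproterenol and 100% = isoproterenol alone without NPY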
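Material: Y1- and CNG-channel-expressing HEK293 cells / Probe or stimulus: NPY 25 nM then isoproterenol 1 µM plus Ro 20-1724 25 µM / Doses: 3.6 µM single dose, DMSO 0.4% / Schedule: compound incubation 1 h at room temperature, readout 45 min post-stimulation / Signal: membrane potential fluorescence / Benchmarks: isoproterenol-only wells as full block versus NPY-plus-isoproterenol wells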
S1P4 antag – blocks the human S1P4 receptor; S1P4-expressing cells, antagonist mode, reporter read-out; inhibition, % at 4.98 µM; hit rate 0.26% among 220,000; AID 1510; in the data active = inhibition above about 29%;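 note: 0% = wells stimulated with agonist and 100% = vehicle wells without agonist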
* hit, by the source's call; . = no result given.

[1] Cc1cccc(OCc2nnc(SCC(=O)c3cccs3)n2C)c1C
[2] COc1ccc(N2CCN(C(=O)c3ccc(Oc4ccc(C(F)(F)F)cn4)cc3)CC2)cc1
[3] CCC(C)(C)NC(=O)C(c1ccc(C)cc1)N(CC1CCCO1)C(=O)CNC(=O)c1cccs1 (configuration not stated)
[4] Cc1ccc(C(=O)O)cc1NC(=S)NC(=O)c1ccc(-c2ccccc2)cc1
[5] Cc1ccccc1OCc1nc2c3cnn(C)c3ncn2n1
[6] O=C(CSCc1ccc([N+](=O)[O-])cc1)NN=C1CCCCCC1
[7] O=C(CC(c1ccccc1)(c1ccccc1)c1ccccc1)N[C@@H](Cc1ccc(O)cc1)C(=O)O
[8] O=C1Nc2c(Br)cc(Br)c3cccc1c23
entry no.	1	2	3	4	5	6	7	8
NPY-Y2 PAM-ag	-8	-6	13	-19	11	2	-9	-4
S1P4 agonist	0.7	-1.9	-0.2	-0.6	-1.0	1.9	-1.4	-0.4
Runt-CBFb FRET	-5	-6	-2	0	0	-4	-2	-1
RBBP9 inhibitor	-6	-11	-5	-4	13	-11	2	-4
NPY1 pot ag	11	-6	10	-3	-1	-9	4	4
BaF3 tox	5	4	9	9	3	1	-2	-1
Ba/F3 V617F tox	4	5	1	0	-1	1	-1	-2
NPY Y1 blocker	0	-3	-4	-1	2	4	-3	1
S1P4 antag	0	-40	0	3	-7	-24	-2	-3

[9] C=C(C)Cn1c(SCC(=O)O)nnc1-c1ccc(OC)cc1
[10] Cc1c(C(=O)Nc2cccc3cccnc23)oc2ccccc12
[11] O=C(CCC(=O)OCc1cccc([N+](=O)[O-])c1)Nc1ccc(F)cc1
[12] O=C(CSc1ccc(-c2ccccc2)nn1)N1CCCCC1
[13] CCCCOc1ccc(C(C)NC(=O)CCS(=O)(=O)Cc2ccccc2Cl)cc1 (configuration not stated)
[14] COC(=O)c1cc2occc2n1Cc1nc(-c2ccccc2C)oc1C
[15] CCOC(=O)CSc1nnc(Cc2cc(=O)[nH]c(=O)[nH]2)n1-c1ccc(Cl)cc1
[16] CCOc1ccc(NC(=O)CSC2=NCCN2)cc1
entry no.	9	10	11	12	13	14	15	16
NPY-Y2 PAM-ag	-2	6	-4	-16	-1	-8	10	5
S1P4 agonist	0.8	-0.3	0.1	0.5	-1.9	1.1	-0.1	0.4
Runt-CBFb FRET	-1	-4	-2	0	-1	-4	0	1
RBBP9 inhibitor	3	-3	0	2	-6	-9	1	-11
NPY1 pot ag	-10	-4	14	-17	8	-8	3	-18
BaF3 tox	3	3	9	10	8	7	6	5
Ba/F3 V617F tox	0	0	3	4	-2	0	-2	2
NPY Y1 blocker	6	5	0	6	-4	6	0	-1
S1P4 antag	-18	-6	1	-8	-22	2	-15	-23

[17] Cc1c(C)[n+](=O)c(-c2ccc(F)cc2)c(C)n1[O-]
[18] CO/N=C/NC(=O)NOCc1ncc(C(F)(F)F)cc1Cl
[19] CCc1nnc(NC(=O)c2cc(S(=O)(=O)N3CCCCC3)ccc2N2CCOCC2)s1
[20] CC(C)(C)NC(=O)COC(=O)c1ccc(S(=O)(=O)N2CCCCCC2)cc1
[21] COc1cccc(/C=C2\N=C(C3CCCCC3)OC2=O)c1OC
[22] COc1cccc(C(=O)N2CCN(C3CCC(c4ccccc4)CC3)CC2)c1 (configuration not stated)
[23] Cc1cc(N2CCOCC2)nc(N)n1
[24] COc1ccc(C(=O)COC(=O)c2nn(C)c(=O)c3ccccc23)c(OC)c1
entry no.	17	18	19	20	21	22	23	24
NPY-Y2 PAM-ag	-7	0	-4	9	-14	-5	-1	1
S1P4 agonist	0.1	-3.1	-1.8	3.5	1.2	0.4	1.9	0.2
Runt-CBFb FRET	-1	0	-1	-6	-2	-2	0	-3
RBBP9 inhibitor	-1	-3	0	-3	3	0	-7	6
NPY1 pot ag	-5	5	-12	-8	1	-1	3	-11
BaF3 tox	-4	2	3	-1	7	1	3	2
Ba/F3 V617F tox	-4	-1	-4	-6	1	-3	2	3
NPY Y1 blocker	-6	6	3	-3	-3	2	4	-1
S1P4 antag	9	4	-11	0	3	4	-6	-12

[25] COc1ccc2c(CC(=O)OCC(=O)Nc3cc(C)c(C)cc3[N+](=O)[O-])coc2c1
[26] Cn1c(=O)c2nc3ccccc3nc2n(C)c1=O
[27] Cc1ccc(COCC(CC(C)C)N2CCN(C(=O)c3cccc(C(F)(F)F)c3)CCC2=O)cc1 (configuration not stated)
[28] Cc1nn2c(=O)c(NC(=O)c3ccc(Cl)cc3)cnc2s1
[29] Cc1ccncc1C(N)=O
[30] CCOC(=O)c1ccc(NC(=O)CSCC(=O)OCC(=O)c2ccccc2)cc1
[31] CC1(NC(=O)NCc2ccco2)CCS(=O)(=O)C1 (configuration not stated)
[32] Cc1cccc(C(=O)NCC(c2ccc(F)cc2)N2CCOCC2)c1 (configuration not stated)
entry no.	25	26	27	28	29	30	31	32
NPY-Y2 PAM-ag	6	-23	0	3	-5	-1	8	-4
S1P4 agonist	-0.6	-0.7	2.1	0.1	0.1	-0.2	1.8	-1.4
Runt-CBFb FRET	-2	31	-11	0	1	0	1	-2
RBBP9 inhibitor	-2	-1	0	-6	-6	1	-3	-9
NPY1 pot ag	9	-6	6	8	-9	2	-18	0
BaF3 tox	5	8	5	2	-4	8	4	8
Ba/F3 V617F tox	0	1	1	-3	-3	5	-3	4
NPY Y1 blocker	1	5	6	-4	.	1	-1	10
S1P4 antag	-12	-8	-6	-16	1	0	-12	3

[33] COc1ccc(S(=O)(=O)N2CCOC2CNC(=O)C(=O)NCCc2ccc(OC)c(OC)c2)cc1 (configuration not stated)
[34] CCOC(=O)Nc1cc(=O)c2ccccc2o1
[35] COC(=O)c1ccccc1NC(=O)c1cccc(NC(=O)C(C)C)c1
[36] COC(=O)c1ccccc1N1C(=O)C2C(C1=O)[C@H]1C=C[C@@H]2C1 (some centres not stated)
[37] COc1ccc(C)cc1NC(=O)c1ccoc1C
[38] O=C1C2C3C=CC(C3)C2C(=O)N1c1ncn[nH]1 (configuration not stated)
[39] COc1ccccc1N1CCN(C(=O)C2CCCO2)CC1 (configuration not stated)
[40] N#Cc1nc(Cc2ccccc2)oc1NCc1ccccc1Cl
entry no.	33	34	35	36	37	38	39	40
NPY-Y2 PAM-ag	-3	-28	-5	17	3	13	-5	-17
S1P4 agonist	-1.5	1.5	0.0	3.2	0.0	-1.2	-0.8	2.5
Runt-CBFb FRET	-3	-2	-3	0	-2	0	0	-4
RBBP9 inhibitor	2	-3	-6	-1	-6	-5	-7	-4
NPY1 pot ag	-1	-15	-23	20	-16	13	-10	-5
BaF3 tox	6	60*	4	1	5	8	5	2
Ba/F3 V617F tox	4	69*	1	-3	-2	-1	-1	2
NPY Y1 blocker	0	1	0	-2	-2	6	-4	12
S1P4 antag	-11	-1	-6	-11	1	-18	-8	-6

[41] O=C(N/N=C/C1=C(N2CCOCC2)C(=C\c2ccccc2)/CC1)Nc1ccccc1
[42] CCc1nnc(NC(=O)CCC(=O)N2CCN(C3CCCCC3)CC2)s1
[43] CC1=CC=CC2=NC(=O)CC(C)(C(=O)O)N12 (configuration not stated)
[44] O=C(CCN1C(=O)c2ccccc2S1(=O)=O)Nc1ccccc1O
[45] COc1cc(/C=C/C(=O)O)cc2c1OCCO2
[46] CCCOc1ccc(C(=O)Nc2ccc(S(=O)(=O)Nc3cc(C)nc(C)n3)cc2)cc1
[47] CCN(CC)S(=O)(=O)c1ccc(C)c(NC(=O)COC(=O)c2ccc(C)c(S(=O)(=O)N3CCOCC3)c2)c1
[48] Cc1nc(SCC(=O)N2CC(=O)Nc3ccccc32)nc(C)c1C
entry no.	41	42	43	44	45	46	47	48
NPY-Y2 PAM-ag	-6	7	0	7	-26	-6	7	9
S1P4 agonist	-1.7	0.9	1.4	0.2	-1.3	0.4	1.5	1.2
Runt-CBFb FRET	-10	-2	0	1	0	-1	-8	2
RBBP9 inhibitor	-1	-5	1	-7	4	-10	-11	-8
NPY1 pot ag	16	-6	-15	-13	-12	21	-21	19
BaF3 tox	-2	8	6	1	1	1	6	6
Ba/F3 V617F tox	-5	2	3	-2	0	2	1	0
NPY Y1 blocker	-4	0	-3	5	-1	.	5	-3
S1P4 antag	-6	-8	8	-8	6	-1	9	1

[49] CC(C(=O)Nc1ccc2c(c1)OCCO2)N(c1ccccc1)S(C)(=O)=O (configuration not stated)
[50] CC(C)(C)OC(=O)NCCCCc1cn(CC(=O)N2CCN(C(=O)OC(C)(C)C)CC2)nn1
[51] Cc1cc(N2C(=O)C(=O)/C(=C(/O)c3ccc(F)cc3)C2c2ccc(Cl)cc2)no1 (configuration not stated)
[52] CCn1cc(-c2cc(C(=O)O)on2)c(C)n1
[53] CCCCn1c(SCC(=O)NCc2ccco2)nc2ccc(N3CCOCC3)cc2c1=O
[54] COc1cc(CN2CCC(C(=O)N3CCC(C)CC3)CC2)cc(Br)c1O
[55] COc1cccc(/C=N/Nc2nnc3c(n2)[nH]c2ccccc23)c1OC
[56] O=C(COc1ccc(Cl)cc1Cl)Nc1ccccc1NS(=O)(=O)c1cccs1
[57] CN(CC(=O)OCC(=O)NC(=O)c1cccn1C)S(=O)(=O)c1ccc(Cl)cc1
[58] COC(=O)c1cnc(N2CCCN(S(=O)(=O)c3ccccc3)CC2)nc1C(F)(F)F
entry no.	49	50	51	52	53	54	55	56	57	58
NPY-Y2 PAM-ag	-12	2	5	6	7	-5	-18	-10	7	-29
S1P4 agonist	0.8	1.4	-0.6	0.9	-0.3	-2.6	-1.0	0.6	-3.5	0.8
Runt-CBFb FRET	0	-1	2	1	9	6	-3	1	1	-2
RBBP9 inhibitor	-12	-4	-7	-9	-2	1	-6	-7	-3	9
NPY1 pot ag	0	7	3	13	10	-5	0	-7	17	-8
BaF3 tox	4	-3	5	-1	2	1	3	1	3	4
Ba/F3 V617F tox	-1	3	-1	-1	2	-1	-1	-1	-2	-6
NPY Y1 blocker	.	-1	7	5	-4	10	.	3	-1	.
S1P4 antag	0	4	-6	-15	0	1	-2	-12	19	-7

Compound profiles (already shown). Values in the order: NPY-Y2 PAM-ag	S1P4 agonist	Runt-CBFb FRET	RBBP9 inhibitor	NPY1 pot ag	BaF3 tox	Ba/F3 V617F tox	NPY Y1 blocker	S1P4 antag
O=C(COc1ccc(Cl)cc1Cl)Nc1ccccc1NS(=O)(=O)c1cccs1 in the list: -10	0.6	1	-7	-7	1	-1	3	-12
COc1cccc(/C=N/Nc2nnc3c(n2)[nH]c2ccccc23)c1OC in the list: -18	-1.0	-3	-6	0	3	-1	.	-2
CCCCn1c(SCC(=O)NCc2ccco2)nc2ccc(N3CCOCC3)cc2c1=O in the list: 7	-0.3	9	-2	10	2	2	-4	0
CC(C)(C)OC(=O)NCCCCc1cn(CC(=O)N2CCN(C(=O)OC(C)(C)C)CC2)nn1 in the list: 2	1.4	-1	-4	7	-3	3	-1	4
CN(CC(=O)OCC(=O)NC(=O)c1cccn1C)S(=O)(=O)c1ccc(Cl)cc1 in the list: 7	-3.5	1	-3	17	3	-2	-1	19
